CHT allo act – human CHT allosteric activation; 310,000 compounds, 0.49% hits; B-score at 10 µM; CHT-expressing cells, membrane potential dye, choline EC20; stronger effect = higher value; LV-AA mutant CHT in HEK293 cells; AID 488977;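 active = initial fluorescence not abnormally high and integrated response B-score, plate-corrected, over 3 SD above library mean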
Target sequence (Q9GZV3 whole entry, looked up): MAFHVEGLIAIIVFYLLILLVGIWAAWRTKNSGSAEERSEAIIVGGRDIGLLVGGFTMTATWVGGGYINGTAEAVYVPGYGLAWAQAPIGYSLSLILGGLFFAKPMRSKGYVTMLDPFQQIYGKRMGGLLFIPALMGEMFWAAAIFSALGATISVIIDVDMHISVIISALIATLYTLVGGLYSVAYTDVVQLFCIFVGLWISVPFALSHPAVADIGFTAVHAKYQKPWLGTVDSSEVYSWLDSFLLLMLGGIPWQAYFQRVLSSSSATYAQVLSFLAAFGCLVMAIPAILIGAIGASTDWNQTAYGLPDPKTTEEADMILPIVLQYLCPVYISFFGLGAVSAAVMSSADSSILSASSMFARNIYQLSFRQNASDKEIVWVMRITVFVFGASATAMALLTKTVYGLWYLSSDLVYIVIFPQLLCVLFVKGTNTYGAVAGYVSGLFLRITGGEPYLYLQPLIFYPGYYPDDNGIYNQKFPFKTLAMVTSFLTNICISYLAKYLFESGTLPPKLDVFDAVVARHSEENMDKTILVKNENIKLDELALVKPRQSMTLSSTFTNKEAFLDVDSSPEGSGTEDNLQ
STK33 inh – blocks human STK33 kinase activity. inhibition, % at 10 µM. 320,000 compounds, 0.073% hits. Q9BYT3. purified STK33, MBP phosphorylation, ADP-Glo luminescence;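 active = inhibition at or above 25%, using the most active replicate where run in duplicate; inactive = inhibition below 25%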
Target sequence (Q9BYT3 whole entry, looked up): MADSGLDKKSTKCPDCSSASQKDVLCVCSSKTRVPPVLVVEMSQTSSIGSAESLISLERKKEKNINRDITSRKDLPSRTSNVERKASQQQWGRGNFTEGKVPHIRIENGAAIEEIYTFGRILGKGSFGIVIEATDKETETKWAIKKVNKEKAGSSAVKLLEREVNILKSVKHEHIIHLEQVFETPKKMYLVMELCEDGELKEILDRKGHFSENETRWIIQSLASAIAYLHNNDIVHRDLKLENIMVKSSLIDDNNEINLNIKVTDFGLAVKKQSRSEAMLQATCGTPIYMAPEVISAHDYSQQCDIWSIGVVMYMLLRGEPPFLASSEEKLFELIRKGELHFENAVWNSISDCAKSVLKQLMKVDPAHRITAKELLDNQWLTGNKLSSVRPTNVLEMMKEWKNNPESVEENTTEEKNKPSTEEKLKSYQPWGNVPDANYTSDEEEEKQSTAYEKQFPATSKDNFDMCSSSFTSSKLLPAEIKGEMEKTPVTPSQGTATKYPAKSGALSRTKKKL
CHT block – human CHT choline transport inhibition; Q9GZV3; B-score at 10 µM; 310,000 compounds, 0.86% hits; CHT-expressing cells, membrane potential dye, choline response; stronger effect = lower value; AID 488975;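 active = B-score over 3 SD under the library average, and starting fluorescence ratio not unusually high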;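 also: choline stimulus applied at its EC90 after an EC20 pre-addition; B-score computed on integrated fluorescence ratio after choline addition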
* marks the source's active call; other numbers are inactive results; i = inactive; nt = no result given.

smiles | CHT allo act | STK33 inh | CHT block
CC(=O)N1CCc2cc(S(=O)(=O)NC(Cc3ccccc3)C(=O)O)ccc21 (stereo not drawn) | i | -0.4 | i
CC(NS(=O)(=O)c1ccccc1)C(N)=O (stereo not drawn) | i | 0.2 | i
COc1ccc(CC(NC(C)=O)C(=O)NC2CCN(C(=O)Nc3ccccc3Cl)CC2)cc1OC (stereo not drawn) | i | -1.9 | i
CCOc1ccc(-n2c(CCc3ccccc3)n[nH]c2=S)cc1 | i | 5.1 | i
CCOc1cc(C(=O)N/N=C/c2ccoc2)cc(OCC)c1OCC | i | 0.6 | i
CC(=O)Nc1ccc(C2=NNC(=Nc3cccc(S(=O)(=O)N(C)C)c3)SC2)cc1 | i | -2.2 | i
CC1CN(C(=O)CCS(=O)(=O)c2ccccc2)CC(C)O1 (stereo not drawn) | i | 1.1 | i
CC(C)CC(=O)c1c[nH]c(C(=O)N2CCN(Cc3ccccc3)CC2)c1 | i | -1.9 | i
Cc1cc(C)nc(NC(=O)C2c3ccccc3Oc3ccccc32)n1 | i | -1.4 | i
CC(C)C[C@@H](CSc1ccccc1)N1CCN(CC(C)C)CCC1=O | i | 1.3 | i
O=C(O)CSCC(=O)N1CCCCC1 | i | -1.4 | i
COc1cc(C)c(S(=O)(=O)n2ccc(C)n2)cc1C | i | -0.5 | i
O=C(c1ccc(F)cc1)N(Cc1ccco1)C1CCS(=O)(=O)C1 (stereo not drawn) | i | -0.9 | i
Cc1ccc(C(C(=O)NC2CCCC2)N(Cc2ccccc2)C(=O)c2csnn2)o1 (stereo not drawn) | i | 0.4 | i
COc1ccc(S(=O)(=O)NCc2ccc(C(=O)O)cc2)cc1 | i | -0.9 | i

smiles | CHT allo act | STK33 inh | CHT block
O=C(NC1CCCCC1)c1ccc(S(=O)(=O)NCc2cccnc2)cc1 | i | -0.6 | i
Cc1ccc(NC(=S)N(Cc2ccco2)C2CCN(C(C)C)CC2)cc1 | i | -2.6 | i
COc1ccc(OC)c(NC(=O)C23CCC(C)(C(=O)O2)C3(C)C)c1 (stereo not drawn) | i | -1.8 | i
Cn1ncc2c(Nc3cccc4ccccc34)ncnc21 | i | -0.5 | i
CCc1ccc(CNC(=O)c2nn(C)c3c2CS(=O)(=O)c2ccccc2-3)cc1 | i | 0.0 | i
CCOc1ccc(C(=O)N2CCCC(c3nc(-c4ccc(C)o4)no3)C2)cc1 (stereo not drawn) | i | -1.1 | i
CC(C)(C)c1ccc(C(=O)NC(=S)NNC(=O)c2cccs2)cc1 | i | -0.4 | i
Cc1cc(C)c(NC(=O)CSc2nnc(SCC(=O)Nc3c(C)cc(C)cc3C)n2N)c(C)c1 | i | -1.4 | i
COc1ccc(NC(=O)CNS(=O)(=O)c2ccc3nc(C)sc3c2)c(OC)c1 | i | 2.7 | i
CCOc1cccc(/C=N/NC(=O)c2cccnc2)c1O | i | -1.4 | i
O=C(CCCN1CCC(O)(c2ccc(Br)cc2)CC1)c1ccc(F)cc1 | i | -1.6 | i
COc1ccc(CC(NC(C)=O)C(=O)N2CCN(C(=O)N(C(C)C)C(C)C)CC2)cc1 (stereo not drawn) | i | -0.3 | i
O=C(Cn1c(=O)oc2cccnc21)Nc1ccccc1Oc1ccc(Cl)cc1Cl | i | -0.8 | i
CCNC(=S)NCc1ccc2c(c1)OCO2 | i | -4.6 | i
CC(=O)N(Cc1ccccc1C)c1cccc(C)c1C | i | -0.6 | i

smiles | CHT allo act | STK33 inh | CHT block
CCN(CC)CCCN(CC(=O)N(C)Cc1ccccc1)C(=O)c1ccc([N+](=O)[O-])cc1 | i | -1.8 | i
CCOC(=O)C1CCN(S(=O)(=O)c2ccc3[nH]c(=O)ccc3c2)CC1 | i | 2.3 | i
CCOc1ccc(C)cc1S(=O)(=O)n1ccc(C)n1 | i | -1.2 | i
CCN(CC)C(=O)COn1c(SCC(=O)N(CC)CC)nc2ccccc2c1=O | i | -1.0 | i
COc1ccc(Cl)cc1NC(=O)NN1CCN(C)CC1 | i | -0.3 | i
Cc1cc(C)cc(NCCC#N)c1 | i | -1.8 | i
CC(C)CNC(=O)C(=O)NCC1CCCN1S(=O)(=O)c1cccs1 (stereo not drawn) | i | -0.9 | i
COc1ccc(S(=O)(=O)N2CCN(c3ccccn3)CC2)cc1OC | i | -0.2 | i
Cc1sc(NC(=O)C2C3C=CC(C3)C2C(=O)O)c(C(N)=O)c1-c1ccc(C(C)C)cc1 (stereo not drawn) | i | 0.5 | i
C/C(CS(=O)(=O)c1ccc(Cl)cc1)=N/NC(N)=S | i | -0.5 | i
CC1CCCCN1C(=O)/C=C/c1ccccc1[N+](=O)[O-] (stereo not drawn) | i | -1.4 | i
COc1cc(Oc2ccccc2)nc(N)n1 | i | -2.3 | i
COc1ccc(-n2c(SCC(=O)Nc3nccs3)nc3c(c2=O)SC(C)C3)cc1 (stereo not drawn) | i | 0.2 | i
Cn1c(=O)n(C)c2cc(S(=O)(=O)NCC(=O)O)ccc21 | i | -3.1 | i
Cc1nn(Cc2cccc(C(=O)Nn3cc([N+](=O)[O-])cn3)c2)c(C)c1[N+](=O)[O-] | i | -0.6 | i

smiles | CHT allo act | STK33 inh | CHT block
CS(=O)(=O)c1ccccc1-c1nc(-c2ccc(C(F)(F)F)cc2)no1 | i | -1.9 | i
COc1ccc2ccc(=O)oc2c1CC=C(C)C | i | -0.9 | i
O=C1C2C3C=CC(C3)C2C(=O)N1/N=C/c1cn(Cc2ccc(F)cc2)c2ccccc12 (stereo not drawn) | i | 0.1 | i
Cc1cc(C)n(C(=O)CNC(=O)c2ccccc2Br)n1 | i | -0.7 | i
COCCCNC(=O)c1ccc2c(c1)OCO2 | i | -0.8 | i
CSc1nnc(-c2cccs2)n1-c1ccccc1 | i | -0.3 | i
COc1ccc(-c2cc(=O)oc3c(C)c(OCC(=O)Nc4cccnc4)ccc23)cc1 | i | 0.7 | i
CCCCCc1c(O)nc(SCC(=O)NCC2CCCO2)[nH]c1=O (stereo not drawn) | i | -0.8 | i
Cc1ccc(NS(=O)(=O)c2cc(OCC(N)=O)c(C)cc2Cl)cc1C | i | 0.3 | i
Cc1ccc(N2CCN(C(=O)c3cccs3)CC2)cc1C | i | nt | i
C/C(=N\NC(=O)CCC(=O)Nc1ccc(C)c(C)c1)C1CC1 | i | 0.9 | i
Nc1ccc(C(=O)CC(=O)Nc2ccc(Cl)cc2)cc1 | i | -2.5 | i
CC(=O)c1ccc(N2CCN(C(=S)Nc3cccc(F)c3)CC2)cc1 | i | -1.0 | i
O=C(O)/C=C\C(=O)Nc1ccccc1C#Cc1ccc(Br)cc1 | i | 2.7 | i
COCCCNC(=S)Nc1cccc(SC)c1 | i | -0.7 | i

Exported with values under each structure: entries from further up
Values run as follows: CHT allo act, STK33 inh, CHT block
> C/C(=N\NC(=O)CCC(=O)Nc1ccc(C)c(C)c1)C1CC1
    i, 0.9, i
> Nc1ccc(C(=O)CC(=O)Nc2ccc(Cl)cc2)cc1
    i, -2.5, i
> CC(=O)c1ccc(N2CCN(C(=S)Nc3cccc(F)c3)CC2)cc1
    i, -1.0, i
> O=C(O)/C=C\C(=O)Nc1ccccc1C#Cc1ccc(Br)cc1
    i, 2.7, i

Going on with the list:
smiles | CHT allo act | STK33 inh | CHT block
Brc1cccc(-c2cnc3n2CCCCC3)c1 | i | 0.1 | i
Cc1ccc(N2CC(C(=O)Nc3ccc4c(c3)OCCO4)CC2=O)cc1C (stereo not drawn) | i | 0.5 | i
CCOc1ccccc1NC(=O)C(Sc1nnc2ccccn12)c1ccccc1 (stereo not drawn) | i | -0.6 | i
CCc1noc(C)c1C(=O)N1CCN(S(=O)(=O)c2ccc(C)cc2C)CC1 | i | nt | i
COc1ccccc1CNS(=O)(=O)c1c(C)nc2scc(C)n2c1=O | i | -0.3 | i
CCC(=O)Nc1cc(C)c(NC(=O)c2ccccc2OC)cn1 | i | 0.4 | i
CC(=O)Nc1cccc(NC(=O)CSc2nc(=O)n(Cc3ccncc3)c3c2CCC3)c1 | i | -0.3 | i
C=CCNC(=O)N[C@@H](CCSC)C(=O)OC | i | -1.5 | i
Cc1cccc(NC(=O)c2c(C)nc3ccccn23)c1 | i | 0.3 | i
CCCCNC(=S)N=Nc1c(O)n(Cc2ccccc2)c2ccccc12 | i | -1.1 | i
CC(C)(C)c1ccc(/C=N/OCC(=O)NCc2ccc(F)cc2)cc1 | i | 1.8 | i
O=P(c1ccccc1)(c1ccccc1)C(O)c1ccncc1 (stereo not drawn) | i | -0.8 | i
O=c1c2ccccc2nc(-c2ccco2)n1-c1nc2ccccc2s1 | i | -0.4 | i
COCc1c(C(C)C)nc(C(C)C)c(/C=C/[C@@H](O)C[C@@H](O)CC(=O)O)c1-c1ccc(F)cc1 | i | -0.4 | i
CS(=O)(=O)NN1C(=O)c2ccccc2NC1c1ccccc1F (stereo not drawn) | i | 0.0 | i

smiles | CHT allo act | STK33 inh | CHT block
COc1ccc(NC(=O)COC(=O)CCCOc2ccc(Cl)cc2Cl)cc1 | i | 0.2 | i
COc1ccccc1CC(=O)Nc1ccc(Cl)cc1C(=O)O | i | -1.0 | i
CC1=NNC(=O)C1Cc1ccccc1 (stereo not drawn) | i | -0.5 | i
Cc1ccc(S(=O)(=O)CC(=O)N2CCCCCC2)cc1 | i | -0.9 | i
COc1ccc(-c2nc(NC3=NCCCCC3)sc2C)cc1 | i | 0.4 | i
COc1ccc(C(=O)c2ccc(N3CCN(C(=O)c4ccc(F)cc4)CC3)c(F)c2)cc1Br | i | -1.0 | i
Cc1cc(Oc2ccccc2)nc(SCC(=O)Nc2ccc(Cl)c(Cl)c2)n1 | i | -0.7 | i
CC(=O)N1CCC(=NNC(=O)c2cccs2)CC1 | i | -0.1 | i
CC1CCN(C(=S)Nc2ccc(SC(F)F)cc2)CC1 | i | -1.3 | i
O=C(Nc1ccncc1)C1c2ccccc2Oc2ccccc21 | i | -0.8 | i
Cc1nc(C)c(-c2ccc(SCC(=O)Nc3cccc(F)c3)nn2)s1 | i | -2.7 | i
CCOc1cc2c(cc1/C=C1/NC(=O)N(CC(=O)OC)C1=O)OCO2 | i | 0.0 | i
COC(=O)c1cc(S(=O)(=O)NCc2ccc3c(c2)OCO3)cn1C | i | -0.3 | i
Cn1ncc2c(Sc3ccc(Cl)cc3)ncnc21 | i | -0.7 | i
CCc1noc(C)c1C(=O)N1CCCSC1=Nc1ccccc1C(C)C | i | 2.8 | i

smiles | CHT allo act | STK33 inh | CHT block
COc1cc(-c2nnn(CC(=O)NCc3ccccc3)n2)cc(OC)c1OC | i | -0.7 | i
CC(C)CN(CCNC(=O)c1cn(C)c2ccc(S(=O)(=O)N3CCCC3)cc2c1=O)CC(C)C | i | -3.0 | i
O=C(Nc1cccc(NC(=O)c2ccccc2[N+](=O)[O-])c1)c1ccccc1Cl | i | -0.4 | i
CC(C)(C)NC(=O)c1cccc(NC(=O)c2cccc(O)c2)c1 | i | 0.8 | i
N#Cc1ccc(Cl)cc1NC(=O)CSc1nc2nc(-c3cccs3)cc(C(F)(F)F)c2c(=O)[nH]1 | i | -0.5 | i
Cc1ncsc1CCC(=O)N1CCCC(Nc2ccc(C(C)C)cc2)C1 (stereo not drawn) | i | 0.5 | i
CCOC(=O)Cn1nc(C)c(NC(=O)CCc2ccccc2)c1C | i | -2.0 | i
CSc1cccc(NS(=O)(=O)c2ccc(F)cc2)c1 | i | -0.7 | i
Cc1ccc(C(=O)NC2CCCCCC2)cc1S(=O)(=O)N1CCOCC1 | i | -1.3 | i
CCOC(=O)CSc1ccc(C(=O)Nc2ccc(OC)cc2)cn1 | i | 0.7 | i
O=C(N=C1SC2CS(=O)(=O)CC2N1c1cc(Cl)ccc1Cl)C1CC1 (stereo not drawn) | i | 0.4 | i
CCOc1ccc(NC(=O)CSc2nc3ccsc3c(=O)n2CCC(=O)O)cc1 | i | -1.5 | i
Cc1cc(C(F)(F)F)c(C#N)c(N2CCOCC2)n1 | i | nt | i
N#CC1(NC(=O)CSc2ccccn2)CCCCC1 | i | -0.4 | i
Cc1ccc2occ(/C=C/C(=O)c3ccccc3O)c(=O)c2c1 | i | -2.9 | i

smiles | CHT allo act | STK33 inh | CHT block
Cc1ccc2c(c1)nnn2C1CCN(S(=O)(=O)c2ccc(C(=O)N3CC(C)CC(C)C3)cc2)CC1 (stereo not drawn) | i | -0.3 | i
O=C(Nc1ccc(C(=O)O)cc1)Nc1cccc([N+](=O)[O-])c1 | i | 0.2 | i
CCN(c1cccc(C)c1)C(C(=O)Nc1ccc(OC)cc1)c1cc2c(cc1[N+](=O)[O-])OCO2 (stereo not drawn) | i | -0.9 | i
CCCn1c(CN2CCN(C(=O)OCC)CC2)nc2c1c(=O)n(C)c(=O)n2C | i | -0.8 | i
CCc1nnc(NC(=O)CSc2nnc(-c3c[nH]c4ccccc34)n2C)s1 | i | -0.4 | i
Nc1cc(=O)[nH]c(SCc2cccc3ccccc23)n1 | i | -0.2 | i
O=C(N/N=C/c1cccnc1)c1cc2ccccc2o1 | i | -0.6 | i
O=C(c1ccccc1F)N1CCN=C1SCc1cccnc1 | i | 1.8 | i
CCN(CC)CCC(c1ccc(OC)cc1)c1c(O)cc(OC)cc1OC (stereo not drawn) | i | -1.4 | i
CCOC(=O)c1cc(C(=O)NN)c(C)nc1C | i | -2.4 | i
O=C(COc1ccccc1)N(Cc1ccco1)c1ccc(O)cc1 | i | -3.8 | i

Shown with values under each structure: three of the compounds above.
Under each structure – CHT allo act	STK33 inh	CHT block
CCN(c1cccc(C)c1)C(C(=O)Nc1ccc(OC)cc1)c1cc2c(cc1[N+](=O)[O-])OCO2 (stereo not drawn)
    i	-0.9	i
Nc1cc(=O)[nH]c(SCc2cccc3ccccc23)n1
    i	-0.2	i
CCCn1c(CN2CCN(C(=O)OCC)CC2)nc2c1c(=O)n(C)c(=O)n2C
    i	-0.8	i

From PubChem
